# E coli RNAP: blocks E. coli RNA polymerase transcription. P0A8V2. fluorescence transcription assay. inhibition, %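 (tested at 10 µM)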. 62,000 tested, 0.2% active. AID 559; in the data active = inhibition above about 20%;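 also: 0% = enzyme without compound and 100% = no enzyme blank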
# TNAP act DEA: activates human TNAP at intermediate phosphate acceptor concentration; 64,000 tested, under 10 active; purified TNAP, CDP-star luminescence, 100 mM DEA, 30 min; stronger effect = higher value; scale: 0 levamisole-inhibited, 1 vehicle-only enzyme; AID 813; P05186; activation factor at 20 µM;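 active = activation factor of at least 2 at 20 µM, relative to controls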
# Target sequence (P05186 whole entry, looked up): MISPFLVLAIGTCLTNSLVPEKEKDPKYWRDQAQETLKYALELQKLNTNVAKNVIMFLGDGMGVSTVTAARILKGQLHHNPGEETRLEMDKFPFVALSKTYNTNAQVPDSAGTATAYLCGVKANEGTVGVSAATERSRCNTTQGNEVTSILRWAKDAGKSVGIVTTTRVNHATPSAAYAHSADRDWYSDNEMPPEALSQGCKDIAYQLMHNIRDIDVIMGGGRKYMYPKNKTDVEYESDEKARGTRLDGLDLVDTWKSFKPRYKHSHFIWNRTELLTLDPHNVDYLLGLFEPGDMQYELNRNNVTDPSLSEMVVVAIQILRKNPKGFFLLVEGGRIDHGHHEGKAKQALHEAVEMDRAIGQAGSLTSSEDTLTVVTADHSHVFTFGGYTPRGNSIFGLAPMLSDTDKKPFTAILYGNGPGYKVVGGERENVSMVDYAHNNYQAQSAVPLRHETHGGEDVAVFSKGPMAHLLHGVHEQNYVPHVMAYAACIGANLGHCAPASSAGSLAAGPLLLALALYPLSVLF
# Fluor 339 460: intrinsic fluorescence of library compounds, ex339/em460 – biochemical, MLSMR library, data from DPM-DC assay, artefact control, profiling panel; compound autofluorescence, ex339/em460 nm, NADH buffer; stronger effect = higher value; 1 = no-compound wells, NADH background; fluorescence fold increase at 10 µM; 65,000 tested, 5.5% active; AID 709;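 active = at 10 µM, mean starting fluorescence two-fold or more over control wells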;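 also: signal is the first read of a kinetic run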
# M1 agonist: M1 muscarinic receptor agonism | CHO-M1 cells, Fluo-4 calcium fluorescence, agonist mode; stronger effect = higher value | B-score at 10 µM | 64,000 tested, 3% active | AID 626;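 active = fluorescence rise, raw or as B-score row- and column-corrected plate score, outside the 99.7% band of its plate's samples, either direction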
# M1 antagonist: blocks the rat M1 muscarinic receptor response to acetylcholine; P08482; CHO-M1 cells, Fluo-4 calcium, ACh EC80 antagonist mode; stronger effect = lower value; B-score at 10 µM; 64,000 tested, 3.4% active;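 active = calcium fluorescence response, raw or row-and-column corrected B-score, differing from the plate sample mean either way at a set confidence level, mostly lower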
# tolC growth inh: E. coli tolC mutant growth inhibition; E. coli BW25113 tolC mutant growth, OD615; 65,000 tested, 2.2% active; growth inhibition, % at 10 µM (by protocol);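 active = growth inhibition at or above a cutoff equal to the mean over every tested compound plus 3 SD, cut at about 60% in these data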;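 also: growth measured after 20 h incubation at 37 °C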
#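 Test system – E. coli BW25113 ΔtolC::kan, tolC deletion mutant strain · Detection – OD at 615 nm · Buffer or medium – LB with kanamycin 50 µg/mL · Times – 20 h compound exposure of bacteria at 37 °C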
# RORA act: RORA (human) activation | P35398 | CHO-K1 Gal4-RORA LBD luciferase reporter, luminescence; percent increase over mock-subtracted basal signal | activation, % at 10 µM | 65,000 tested, 1.5% active;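 active = activation above the mean of all tested compounds plus 3 SD, cut at about 49% in these data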;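 also: 0% = DMSO-treated RORA cells and 100% = added signal equal to DMSO minus mock-transfected cells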
# NADH enzymes: inhibitors of enzymes used to reach an NAD/NADH endpoint; coupled PK/LDH NADH assays, four targets; IC50, µM (titrated, usually from 10 µM), for inactives: at the top dose inhibition; 65,000 tested, 0.02% active; AID 774;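 active = single-dose screening hits from any of four coupled enzyme assays that gave an IC50 when retested across doses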;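 also: the DPM-DC format reads NADH fluorescence rather than 340 nm absorbance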
# SF1 activator: activates the human nuclear receptor SF-1 | activation, % at 10 µM | 65,000 tested, 1.9% active | CHO-K1 Gal4-SF-1 LBD luciferase reporter; % increase over DMSO SF-1-specific signal;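 active = activation above the mean activation of all tested compounds plus 3 SD, cut at about 50% in these data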
# Target sequence (Q13285 whole entry, looked up, the tested form may be a part): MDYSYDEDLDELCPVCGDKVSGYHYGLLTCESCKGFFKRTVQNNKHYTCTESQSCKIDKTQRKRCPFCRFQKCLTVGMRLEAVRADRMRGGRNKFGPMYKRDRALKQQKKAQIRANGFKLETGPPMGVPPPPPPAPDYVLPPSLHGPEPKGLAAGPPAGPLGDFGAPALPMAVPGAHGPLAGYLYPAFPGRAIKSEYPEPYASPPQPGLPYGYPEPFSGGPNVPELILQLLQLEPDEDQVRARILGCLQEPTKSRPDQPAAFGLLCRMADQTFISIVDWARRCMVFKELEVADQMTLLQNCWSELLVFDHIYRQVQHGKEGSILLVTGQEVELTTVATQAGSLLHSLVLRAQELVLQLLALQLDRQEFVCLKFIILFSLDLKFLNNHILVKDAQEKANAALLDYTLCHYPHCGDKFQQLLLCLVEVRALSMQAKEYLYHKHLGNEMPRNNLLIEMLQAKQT
#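 Test system: transient Gal4-SF-1 LBD reporter, CHO-K1; Amount: 4,000 CHO-K1 cells per well; Doses: 10 µM only; Timing: compound exposure 20 h at 37 °C; Signal: luciferase light emission; Read-out basis: percent activation relative to DMSO median and mock-transfected background; Control set: DMSO negative control and −SF1 background wells; Replicates: one test per compound.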
# * marks the source's active call; other numbers are inactive results; . = not tested or not shown; [ ] = dose if it differs, or a comment.
SMILES,E coli RNAP,TNAP act DEA,Fluor 339 460,M1 agonist,M1 antagonist,tolC growth inh,RORA act,NADH enzymes,SF1 activator
COc1cc(C(=O)Nc2cccc(-c3nc4cc(C)ccc4o3)c2)cc(OC)c1OC,5,0.9,1.1,0.0023,0.065,3,14,1%,41
CCCc1c(O)nc(SC2CC(=O)N(c3cc(OC)ccc3OC)C2=O)[nH]c1=O (stereo not drawn),6,1,1.1,.,.,13,-8,2%,-6
O=C(NCCCn1ccnc1)c1cn(-c2ccccc2)nc1-c1ccccc1,2,1.1,1.1,-0.68,0.0059,-3,7,5%,7
COCCn1cnc2c1c(=O)n(CC(=O)c1ccc3c(c1)OCCO3)c(=O)n2Cc1ccccc1,2,0.9,1.1,0.84,0.35,-4,5,1%,2
COc1ccc2nc3sc(C(=O)NCc4cccs4)c(N)c3cc2c1,3,0.9,1.1,0.13,0.75,-6,-18,5%,74*
O=c1[nH]c2cc3c(cc2cc1CN(CC1CCCO1)S(=O)(=O)c1ccccc1)OCCO3 (stereo not drawn),-1,0.9,3.8*,0.087,0.16,-2,6,4%[fluoresces],6
N=c1n(CCN2CCOCC2)c2ccccc2n1Cc1ccccc1Br,.,1,1.1,-0.82,-0.41,-2,-15,2%,-3
O=S(=O)(c1ccc2ccccc2c1)N1CCN(S(=O)(=O)N2CCOCC2)CC1,5,0.9,1.1,0.34,1.2,-1,-12,3%,-12
CC1(C)C(C#N)=C(N)OC2=C1C(=O)CCC2,8,1,1.1,0.035,0.61,-4,-9,3%,2
O=C(O)c1cc2nc(-c3ccccc3)cc(C(F)(F)F)n2n1,9,0.9,1.2,1.2,1.4,9,-5,5%,-7
O=C1CCc2cc(S(=O)(=O)NC(Cc3ccccc3)C(=O)NC3CCCCC3)ccc2N1 (stereo not drawn),-1,0.8,1.1,-0.33,-0.36,9,.,3%,.
CCn1c(N)c(C(=O)NCCCOC)sc1=S,7,1,1,0.33,-0.15,-19,-4,9%,-9
CCc1nc(SCC(=O)c2cc(C)ccc2C)n[nH]1,11,1,1.1,0.72,0.016,8,6,1%,4
COc1cc(C2CC(=O)N3CN(c4ccccc4C)CSC3=C2C#N)cc(OC)c1OC (stereo not drawn),10,0.8,1.2,-0.53,1,-23,-10,6%,-22
Cc1nc2nc3c(c(=O)n2[nH]1)CCC3,4,1,1.1,0.46,0.039,-5,-23,4%,1
CCN(CC)C(=O)C1CCCN(Cc2cccc(F)c2)C1 (stereo not drawn),.,0.9,1,.,.,-20,-5,10%,1
O=C(NS(=O)(=O)c1ccc2c(c1)OCCO2)c1ccccc1,8,1,1.1,-0.0019,0.066,4,-12,5%,-15
Cn1c(=O)n(CCCOc2ccc(Br)cc2)c2ccccc21,6,0.9,1.1,0.32,-0.32,100*,-15,7%,-3
CCOC(=O)c1[nH]c(C)c(C(=O)NCc2cccnc2)c1C,3,0.9,1.1,-0.41,-0.4,-21,-5,2%,-6
CN(C)CCN1C(=O)C(O)=C(C(=O)c2ccco2)C1c1ccccc1F (stereo not drawn),6,0.9,1.1,-0.7,0,-19,-2,5%,5
CCCN1Cc2cccc(C(=O)NCc3ccc4c(c3)OCO4)c2C1=O,-3,1,1.1,-0.62,0.71,-9,4,5%,5
CN(C)S(=O)(=O)c1ccc(NC(=O)C2COc3ccccc3O2)cc1 (stereo not drawn),12,0.8,1,-0.83,0.84,14,16,4%,-7
CCN1CCN(C(=O)c2cc3c(=O)oc4ccc(C)cc4c3s2)CC1,7,1,1.3,-0.064,-0.027,1,8,5%,-6
CCc1nnc(NC(=O)C2CCCN2C(=O)NC2CCCCC2)s1 (stereo not drawn),2,0.9,1.1,-0.81,-2.1,-11,-3,3%,12
O=C(CNC(=O)c1ccccc1)NC1(C(=O)NC2CCCC2)CCCCC1,0,0.9,1.2,-0.8,-0.87,7,21,2%,-14
COc1ccc(C(=O)Nc2cccc(N(C)S(C)(=O)=O)c2)cc1OC,2,0.9,1.1,-0.58,0.37,-10,32,6%,21
CCOC(=O)N1CCN(C(=O)CCSCCc2ccncc2)CC1,4,1,1.1,0.91,-2,-26,-7,2%,6
COc1cccc(C(=O)Nc2ccc3nc(N4CCN(c5ncccn5)CC4)cc(C)c3c2)c1OC,6,0.9,1.4,1.5,0.3,9,-7,5%,6
CCN(CC)c1cc2nonc2c2nonc12,-1,1,1,-0.012,-1.7,42,-19,7%,-3
Cc1cccc(OCC(=O)NCC(=O)n2nc(C)cc2C)c1,5,0.9,1,-0.11,-0.087,3,-24,3%,8
CCOC(=O)c1ccccc1NC(=O)c1ccc(NS(C)(=O)=O)cc1,7,0.9,1.1,-0.39,0.16,13,-8,3%,3
c1ccc2c(c1)oc1c(NCCCN3CCOCC3)ncnc12,12,0.9,1.1,-0.18,-1.8,-14,-6,4%,13
O=C(Cn1cnc2c(nnn2Cc2ccccc2)c1=O)N1CCCc2ccccc21,7,1,1.1,-0.66,-0.2,6,4,2%,10
CC(=O)NC(CCS(C)(=O)=O)C(=O)Nc1ccc(Cl)c(Cl)c1 (stereo not drawn),0,1.1,1,2.9*,-1.6,-11,3,2%,6
CCSc1nc(-c2ccco2)ccc1C#N,9,0.8,1.6,-0.089,0.36,12,-21,5%,-17
CCOC(=O)C1=C(c2ccccc2)OC(N)=C(C#N)C1C(C)C (stereo not drawn),40*,1,1.1,0.0004,0.091,0,-18,5%,14
CCOC(=O)NC(Nc1ncccn1)(C(F)(F)F)C(F)(F)F,-6,0.9,1.1,-0.68,0.91,7,30,4%,-4
O=C(CN1C(=O)COc2ccccc21)c1cccc(Cl)c1,10,0.9,1.1,0.47,0.3,3,-20,3%,11
O=C(CSc1ncnc2nc[nH]c12)N1CCOCC1,2,1,1.1,-0.4,0.3,-10,7,6%,-3
Cc1ccc(C)c(SCC(=O)OCC(=O)Nc2ccc(S(=O)(=O)N3CCOCC3)cc2)c1,7,0.9,1.1,-0.043,0.15,8,-14,6%,1
COC(=O)c1ccc(-n2c(C)cc(/C=N/n3cnnc3)c2C)cc1,7,1,1.1,-0.49,-1.1,6,8,2%,4
Cc1cc(C)n(-c2ccc(C(=O)OCC(=O)N(CC(C)C)C3CCS(=O)(=O)C3)cc2)n1 (stereo not drawn),2,0.9,1,-1.7,-2.5*,-6,8,5%,0
CCCC(=O)Nc1c(C)nn(C(=O)CCC)c1C,4,0.9,0.9,-0.33,-0.5,-17,12,6%,-4
O=c1c2ccccc2nc(SCc2nc(-c3ccccc3)no2)n1-c1ccc(F)cc1,3,0.9,1,-1.8,-0.42,-6,-2,2%,-4
CCOC(=O)c1c(C2CC2)csc1NC(=O)CSCc1c(C)noc1C,8,0.9,1.2,0.6,-0.89,55,-1,8%,2
CCn1c(CSc2nnc(C)n2-c2ccccc2)nc2cc(S(=O)(=O)N(C)C)ccc21,2,0.9,1.1,0.67,0.5,-8,6,9%,-27
CC(=O)NC(CCS(C)(=O)=O)C(=O)Nc1cccc(C)c1C (stereo not drawn),5,0.8,1,-0.78,0.17,-16,13,2%,8
NS(=O)(=O)c1ccc(NC=C2C(=O)OC3(CCCCC3)OC2=O)cc1,-2,0.9,1,0.25,-0.25,-8,11,6%,8
O=C(O)c1ccc(COc2c(F)c(F)cc(F)c2F)cc1,4,0.9,1,0.2,0.2,8,-9,2%,17
CCn1c(SCC(=O)c2ccc(Cl)cc2)nnc1C(C)C,7,0.9,1.1,0.26,0.85,-7,-10,6%,16
O=C(c1cccn2c(=O)c3ccccc3nc12)N1CCN(Cc2ccc3c(c2)OCO3)CC1,0,0.9,5*,1.9,-1.2,4,6,2%[fluoresces],-16
COCCNc1cc(C)nc2c3c(C)cc(C)nc3nn12,.,0.9,3.8*,-0.65,-0.067,-5,14,9%[fluoresces],3
O=S(=O)(c1ccc(Cl)c(C(F)(F)F)c1)N1CCN(CC(O)COCC2CCCO2)CC1 (stereo not drawn),8,0.9,1.1,-0.14,-0.18,-3,-14,10%,-3
C1=CC2c3ccccc3NC(c3ccncc3)C2C1 (stereo not drawn),6,0.9,1.1,0.8,0.21,2,-8,1%,-1
CCOC(=O)C1CCCN(C(=O)c2cc3nc(-c4cccc(OC)c4)cc(C(F)(F)F)n3n2)C1 (stereo not drawn),5,0.9,2,3.7*,-1.5,43,-4,9%,-10
CC(=O)N(Cc1cccnc1)Cc1cc2ccccc2[nH]c1=O,2,1,1.4,.,.,-8,-8,6%,5
CCCC(=O)Nc1nc2ccc(S(N)(=O)=O)cc2s1,0,0.8,1,0.28,-0.057,-13,-3,1%,2
O=C(NC1CCCCC1)C1CCCN(S(=O)(=O)c2cnc[nH]2)C1 (stereo not drawn),1,0.8,1.1,0.32,0.014,-12,-30,7%,0
O=C1CC(c2cccc(Cl)c2)Cc2nc(N3CCOCC3)ncc21 (stereo not drawn),9,0.9,1.1,0.44,0.00064,22,10,8%,8
CCCCOC(=O)C1=C(C)Nc2ncnn2C1c1ccc(OCC)c(OC)c1 (stereo not drawn),-4,0.9,1.1,0.95,0.037,4,12,2%,-11

# Single values from the list:
# E coli RNAP, O=c1c2ccccc2nc(SCc2nc(-c3ccccc3)no2)n1-c1ccc(F)cc1 → 3
# tolC growth inh, CC(=O)N(Cc1cccnc1)Cc1cc2ccccc2[nH]c1=O → -8
# M1 antagonist, CN(C)CCN1C(=O)C(O)=C(C(=O)c2ccco2)C1c1ccccc1F (stereo not drawn) → 0
# M1 agonist, CC(=O)NC(CCS(C)(=O)=O)C(=O)Nc1cccc(C)c1C (stereo not drawn) → -0.78
# tolC growth inh, CN(C)S(=O)(=O)c1ccc(NC(=O)C2COc3ccccc3O2)cc1 (stereo not drawn) → 14
# M1 antagonist, CC1(C)C(C#N)=C(N)OC2=C1C(=O)CCC2 → 0.61

# Additional entries:
SMILES,E coli RNAP,TNAP act DEA,Fluor 339 460,M1 agonist,M1 antagonist,tolC growth inh,RORA act,NADH enzymes,SF1 activator
COc1ccc(OCCSc2nc3ccccc3n2CC(=O)O)cc1,11,0.8,1,-0.029,-0.071,3,-2,3%,-5
CC1=C(c2ccccc2)[N+](=O)C2(CCCC2)N1[O-],5,0.9,1,-0.83,0.097,-6,1,4%,-19
COC(=O)C(C)Sc1nc2c([nH]c3ccccc32)c(=O)n1C (stereo not drawn),0,0.9,1.1,0.16,-0.63,7,15,3%,0
CC1(C)Cc2c(sc3c2C2=NCCN2C=N3)CS1,5,0.9,1.2,-0.36,-5.4*,-6,-7,5%,12
COc1ccc(CN2CCN(C(=O)c3ccco3)CC2)cc1,4,0.9,1.6,-0.59,0.48,-26,-20,10%,0
Cc1ccc(NC(=O)CN(C)C(=O)CCCN2C(=O)c3ccccc3C2=O)cc1,2,1,1.1,-1.6,0.39,3,-2,4%,5
Cn1nnnc1SCCNS(=O)(=O)c1ccccc1,9,0.9,1,-0.26,0.047,-22,-22,5%,0
CCOC(=O)CSc1nnc(Cc2ccccc2)n1CC1CCCO1 (stereo not drawn),0,0.9,1.1,-0.024,-0.68,-6,-2,7%,6
CC(=O)N1CSCC1C(=O)O (stereo not drawn),6,0.9,1.1,-0.23,1.3,-31,16,6%,-31

# Sorted by length of the SMILES (lowest first): part of the list above
SMILES,E coli RNAP,TNAP act DEA,Fluor 339 460,M1 agonist,M1 antagonist,tolC growth inh,RORA act,NADH enzymes,SF1 activator
CCOC(=O)N1CCN(C(=O)CCSCCc2ccncc2)CC1,4,1,1.1,0.91,-2,-26,-7,2%,6
CCCN1Cc2cccc(C(=O)NCc3ccc4c(c3)OCO4)c2C1=O,-3,1,1.1,-0.62,0.71,-9,4,5%,5
O=C(Cn1cnc2c(nnn2Cc2ccccc2)c1=O)N1CCCc2ccccc21,7,1,1.1,-0.66,-0.2,6,4,2%,10
